# SKKanGAS inh: inhibitors of SKKanGAS S. pyogenes growth in kanamycin (SK-promoter or general growth effect) | inhibition, % at 7.5 µM | 300,000 tested, 1.3% active | AID 1662 | BacTiter-Glo, 6 h;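 active = mean replicate score, as percent of positive control median, at least 50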;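 also: strain carries kanamycin resistance gene driven by streptokinase promoter and grows in 40 µg/ml kanamycin; loss of luminescence reflects streptokinase promoter inhibition or plain growth inhibition; 0% = median of DMSO wells and 100% = positive control at its reference dose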
# TRPC4 act: activators of mouse TRPC4 channel; AID 2237; 310,000 tested, 0.49% active; Q9QUQ5; B-score at 10 µM; HEK293 TRPC4beta/mu-opioid, Fluo4 calcium fluorescence; active compounds read high;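 active = B-score above 5 SD of library B-scores, and initial fluorescence ratio not above library mean plus 5 SD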;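 also: positive B-score marks a calcium rise read as TRPC4 activation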
# Target sequence (Q9QUQ5 whole entry, looked up): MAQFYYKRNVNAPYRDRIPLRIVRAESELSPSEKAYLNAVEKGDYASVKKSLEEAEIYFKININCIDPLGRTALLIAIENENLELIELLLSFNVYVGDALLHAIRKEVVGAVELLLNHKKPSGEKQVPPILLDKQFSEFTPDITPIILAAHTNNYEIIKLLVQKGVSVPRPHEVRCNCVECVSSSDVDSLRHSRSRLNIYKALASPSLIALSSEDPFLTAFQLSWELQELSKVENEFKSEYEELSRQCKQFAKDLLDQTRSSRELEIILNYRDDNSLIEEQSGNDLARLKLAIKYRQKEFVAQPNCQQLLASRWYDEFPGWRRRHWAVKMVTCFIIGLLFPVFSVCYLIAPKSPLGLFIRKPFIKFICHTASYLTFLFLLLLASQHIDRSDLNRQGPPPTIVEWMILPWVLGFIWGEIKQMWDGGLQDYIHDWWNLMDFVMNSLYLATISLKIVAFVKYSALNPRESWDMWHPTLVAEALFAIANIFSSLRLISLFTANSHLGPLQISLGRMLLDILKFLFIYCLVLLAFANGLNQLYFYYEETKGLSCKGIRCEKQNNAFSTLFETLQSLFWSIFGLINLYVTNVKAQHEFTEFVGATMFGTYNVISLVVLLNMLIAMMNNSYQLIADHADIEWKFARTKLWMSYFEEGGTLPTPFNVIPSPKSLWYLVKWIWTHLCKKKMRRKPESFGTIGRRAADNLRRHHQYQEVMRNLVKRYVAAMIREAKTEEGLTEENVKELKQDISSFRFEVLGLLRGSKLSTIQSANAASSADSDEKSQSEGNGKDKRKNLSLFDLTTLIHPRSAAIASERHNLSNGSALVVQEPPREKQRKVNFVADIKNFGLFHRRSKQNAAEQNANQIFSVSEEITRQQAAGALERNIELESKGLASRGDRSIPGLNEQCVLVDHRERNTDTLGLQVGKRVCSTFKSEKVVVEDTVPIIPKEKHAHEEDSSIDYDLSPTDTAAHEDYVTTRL
#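 Technique: kinetic Fluo4 calcium fluorescence; Test system: TRPC4beta and mu-opioid receptor HEK293 stable cells; Measure: B-scored integrated calcium fluorescence ratio; Benchmarks: low control buffer alone, high control maximal DAMGO; Schedule: 45 min room-temperature Fluo4 loading, 110 s read.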
# TRPC4 potent: allosteric potentiators of mouse TRPC4 channel; B-score at 10 µM; Q9QUQ5; HEK293 TRPC4beta/mu-opioid, DAMGO EC20, Fluo-4 Ca2+ flux; active compounds read high; 310,000 tested, 0.42% active;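 active = B-score of calcium response area above 5 SD of library B-scores, with initial fluorescence ratio within 5 SD of library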;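 also: B-score of integrated fluorescence ratio over time as area under calcium response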
# HIF act: HIF pathway transcriptional activation; U2OS HRE-luciferase reporter, luminescence; normalized: DMSO 0%, desferrioxamine 100%; activation, % at 7.5 µM (by protocol); 300,000 tested, 0.32% active;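 active = mean activation of at least 10% of the iron chelator positive control signal, with at least half of replicates also reaching 10%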
# aSyn 5UTR inh: MLPCN primary screen, SNCA 5' untranslated region. alpha-synuclein 5'UTR reporter, inhibitor activity. inhibition, % (tested at 7.5 µM). 300,000 tested, 0.82% active; in the data active = inhibition above about 60%;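 also: H4 neuroglioblastoma cells stably carrying SNCA 5'UTR luciferase fusion; 0% = DMSO wells and 100% = positive control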
# MrgX1 antag: blocks BAM8-22 activation of human MrgX1 receptor | B-score at 10 µM | Q96LB2 | MRGX1-HEK293 calcium flux, Fluo-4, BAM8-22 antagonism; active compounds read low | 310,000 tested, 1.3% active;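 active = calcium-response B-score plate-corrected more than 3 library SD below zero, starting fluorescence within 5 deviations, no agonist response on first addition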;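 also: peak minus trough fluorescence over baseline after final BAM8-22 challenge near maximal dose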
# TRPC6 activator: activates the mouse TRPC6 cation channel; Q61143; HEK293-TRPC6 membrane potential dye fluorescence; active compounds read high; B-score at 10 µM; 310,000 tested, 0.13% active;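 active = B-score of the integrated fluorescence ratio above library mean plus 3 SD, and starting fluorescence ratio within library mean plus 5 SD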;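 also: higher score means more depolarization so channel activation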
# TRPC4 inh: inhibitors of mouse TRPC4 channel; HEK293 TRPC4beta/mu-opioid, DAMGO-evoked Fluo4 calcium flux; active compounds read low; B-score at 10 µM; 300,000 tested, 0.39% active;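 active = B-score over 3 SD under the library average, no early fluorescence shift, positive overall ratio signal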
#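 Signal: kinetic Fluo4 fluorescence imaging of calcium influx. Material: stable TRPC4beta/mu-opioid receptor HEK293 cells. Probe or stimulus: DAMGO in two steps, submaximal then maximal.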
# IEC-6 cytotox: counter-screen for KLF5 inhibitors: cytotoxicity in IEC-6 cells. IEC-6 cytotoxicity, luminescence viability. inhibition, % at 5 µM. 290,000 tested, 0.78% active; in the data active = inhibition above about 22%;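 also: 0% = plate median of test compound wells and 100% = cytotoxic reference compound wells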
# KLF5 inh: inhibitors of KLF5 expression; 290,000 tested, 0.23% active; DLD-1 KLF5 promoter-luciferase reporter, luminescence; inhibition, % at 5 µM;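 active = inhibition above a per-plate limit of that plate's mean compound inhibition plus 3 SD, cut at about 60% in these data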;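 also: 0% = DMSO wells and 100% = LY294002 at 200 µM; higher means less KLF5 promoter-driven luciferase light; inactives centre near -14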
# TRPC6 inhibitor: inhibitors of mouse TRPC6 channel; HEK293-TRPC6, membrane potential dye, ACh-evoked depolarization; active compounds read low; 310,000 tested, 1.1% active; B-score at 10 µM; AID 2553;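 active = B-score under library mean minus 3 SD, initial fluorescence not abnormally high, positive integrated signal ratio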;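 also: B-score derived from integrated fluorescence ratio over the kinetic read; more negative B-score means stronger inhibition of depolarization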
# Starred values were filed as active, the others as inactive; i = inactive; . = not tested or not shown.
SMILES,SKKanGAS inh,TRPC4 act,TRPC4 potent,HIF act,aSyn 5UTR inh,MrgX1 antag,TRPC6 activator,TRPC4 inh,IEC-6 cytotox,KLF5 inh,TRPC6 inhibitor
CCCCC(=O)Nc1ccc(NC(=O)c2ccccc2[N+](=O)[O-])cc1OC,3,i,i,-0.3,11,i,i,i,-3,-18,i
Cc1cc(NC(=O)CCC(=O)N(CC2CCCO2)C(C(=O)NC2CCCC2)c2ccccc2C)no1 (stereo not drawn),5,i,i,0.6,10,i,i,i,-5,-5,i
Cc1cc(Cl)c2oc(C(=O)NCCN3CCCCC3CO)c(C)c2c1 (stereo not drawn),34,i,i,0.9,-7,i,i,i,-5,-27,i
CCCCN(C)CCC(=O)Nc1ccc(C)cc1,-8,i,i,0.5,15,i,i,i,-4,-12,i
C/C(CC(=O)Nc1ccccc1Cl)=N\NC(=O)C(=O)NCCO,5,i,i,0.0,-8,i,i,i,-5,-16,i
O=C(CCN1C(=O)C2C3CC(C(Br)C3Br)C2C1=O)OCC(=O)c1cccc([N+](=O)[O-])c1 (stereo not drawn),2,i,i,0.5,4,i,i,i,4,-9,i
COc1ccc(/C=C/C(=O)NCc2cccnc2)cc1,1,i,i,-3.7,-23,i,i,i,5,-17,i
CN(C(=O)C1CCOC1)c1nnc(-c2cccnc2)s1 (stereo not drawn),-4,i,i,1.0,-13,i,i,i,-2,-25,i
COc1ccc(NC(=O)CSc2cc(C)nc3c(-c4ccccc4)cnn23)cc1,-3,i,i,0.6,-10,i,i,i,6,-20,i
O=C(COc1ccc(Br)cc1)NCCN1CCCC1,-4,i,i,2.4,-2,i,i,i,1,-15,i
CC(=O)NC(C(=O)c1ccccc1)C(=O)c1ccccc1,2,i,i,-0.2,-24,i,i,i,-2,1,i
COC(=O)c1ccc(-c2ccco2)n1Cc1ccccc1Cl,10,i,i,-0.2,-4,i,i,i,0,-20,i
CCN(CC)S(=O)(=O)c1cccc(C(=O)Nc2nncs2)c1,-13,i,i,0.8,19,i,i,i,-1,-37,i
O=C(CN1C(=O)C2CC=CCC2C1=O)NC1CCCCC1 (stereo not drawn),3,i,i,0.3,34,i,i,i,5,20,i
Cc1nn(C)cc1S(=O)(=O)Nc1ccccc1Br,-2,i,i,-0.5,4,i,i,i,7,3,i
Cc1cccc(NC(=O)NC2(C(=O)NCc3ccco3)CCCCC2)c1,3,i,i,-0.9,5,i,i,i,-1,1,i
Cc1ccc(NS(=O)(=O)c2cc(-c3n[nH]c(=O)c4ccccc34)ccc2C)cc1,20,i,i,0.5,16,i,i,i,10,-10,i
CCOc1ccc(CC(=O)NCC2(N3CCCCC3)CCCCC2)cc1,3,i,i,0.0,5,i,i,i,-1,8,i
O=C(NCc1ccccc1)c1ccc(NC(=O)c2ccco2)cc1,-1,i,i,1.4,-19,i,i,i,4,-32,i
Cc1cc(OCCn2cncn2)ccc1[N+](=O)[O-],-3,i,i,-1.3,-6,i,i,i,-5,-29,i
COC(=O)C1=C(C(=O)OC)[C@@H]2Nc3ccccc3[C@@]23C[C@@H](C(=O)OC)N(C(C)=O)C3=N1,-2,i,i,0.7,-9,i,i,i,.,.,i
Cc1sc2nc(CN3CCOCC3)nc(NS(=O)(=O)c3ccc4c(c3)OCCO4)c2c1C,-8,i,i,0.0,7,i,i,i,1,0,i
O=S(=O)(Nc1nc2ccccc2s1)c1ccc(Br)s1,13,i,i,-0.1,3,i,i,i,-4,-27,i
Cc1ccc(NC(=O)n2ncc3c(C)cccc32)c(C)c1,2,i,i,-5.5,-108,i,i,i,6,-142,i
Cc1ccccc1Cn1c(C)cc(C)c(C#N)c1=O,-5,i,i,1.8,10,i,i,i,-2,4,i

# Later entries
SMILES,SKKanGAS inh,TRPC4 act,TRPC4 potent,HIF act,aSyn 5UTR inh,MrgX1 antag,TRPC6 activator,TRPC4 inh,IEC-6 cytotox,KLF5 inh,TRPC6 inhibitor
CC(C)CNC(=O)CSc1n[nH]c(=O)n1CCc1ccccc1,-4,i,i,-2.8,4,i,i,i,-7,-11,i
CCOc1ccc(-c2nn(-c3ccccc3)cc2/C=C(\C#N)S(=O)(=O)c2ccccc2)cc1C,-7,i,i,0.0,17,i,i,i,2,-18,i
Cc1cc(C(=O)N/N=C/c2ccccc2[N+](=O)[O-])c(C)o1,0,i,i,3.6,-112,i,i,i,6,-10,i
C=C(C)C(=O)Nc1nnc(-c2cccs2)s1,0,i,i,-0.2,-94,i,i,i,0,-3,i
Cc1cccc(N/C(=N/S(=O)(=O)c2ccccc2)c2ccccc2)n1,0,i,i,0.5,-21,i,i,i,-12,-26,i
COC(=O)CN(C#N)c1nc(NC(C)C)nc(OC)n1,-11,i,i,-0.2,4,i,i,i,-9,-37,i
Cc1ccc(OCC(=O)N/N=C/c2ccc([N+](=O)[O-])o2)cc1,-7,i,i,-0.4,-33,i,i,i,-9,-5,i
Cc1cc(Cl)ccc1NC(=O)C1CCN(S(C)(=O)=O)CC1,1,i,i,-0.4,-21,i,i,i,-1,-25,i
COc1cc(/C=C2/C(=O)N(c3ccc(C)c(C)c3)N=C2C)cc([N+](=O)[O-])c1O,4,i,i,-0.8,-1,i,i,i,-2,-19,i
CCOC(=O)c1nnn(CC(=O)Nc2ccccc2OC)c1C(=O)OCC,14,i,i,-39,0,i,i,i,-5,-10,i
CCN1CCN(c2ccc(S(=O)(=O)N3CCCCC3)cc2NC(=O)/C=C/c2cc(OC)ccc2OC)CC1,2,i,i,1.3,-10,i,i,i,6,-34,i
CCN(CC)Cc1c(C(=O)N/N=C/c2cccc(OCc3ccc(F)cc3)c2)nnn1-c1nonc1N,10,i,i,-0.1,2,i,i,i,-1,-26,i
COc1ccc(S(=O)(=O)Nc2noc3ccccc23)cc1OC,0,i,i,-31,-18,i,i,i,2,-18,i
Cc1ccccc1NC(=O)c1ccccc1NC(=O)c1cccs1,1,i,i,-0.2,13,i,i,i,-2,-20,i
CC(=O)c1ccc(N(C(=O)CNC(=O)c2ccco2)C(C(=O)NC2CCCC2)c2cccnc2)cc1 (stereo not drawn),-4,i,i,0.1,0,i,i,i,-1,-8,i
CCOC(=O)C(C)Oc1c(C(=O)OC)sc2ncccc12 (stereo not drawn),3,i,i,0.3,-11,i,i,i,-8,4,i
CC(Oc1ccc2c(c1)oc(=O)c1ccccc12)C(=O)NCCCN1CCOCC1 (stereo not drawn),-7,i,i,0.4,-12,i,i,i,5,-11,i
CCn1c(=O)cc(SCC(=O)Nc2cccc(C)n2)c2ccccc21,1,i,i,0.1,4,i,i,i,7,2,i
C/C(=N/N=C(/C)c1cccs1)c1cccs1,19,i,i,-25,-119,i,i,i,3,-62,i
CS(=O)(=O)c1ccc(-c2cn3cc(C(=O)O)ccc3n2)cc1,6,i,i,-1.0,21,i,i,i,-6,2,i
CCc1cccc(NC(=O)c2cccc3c2C(=O)N(C2CCCCC2)C3)c1,4,i,i,-0.4,17,i,i,i,6,-13,i
O=C(Nc1cccc(Cl)c1)N1CCC(CO)(CCOc2ccccc2)CC1,15,i,i,0.2,-2,i,i,i,-1,-12,i
COc1ccccc1C(=O)NCC(=O)OCC(=O)Nc1cccc(S(=O)(=O)N(C)C)c1,-2,i,i,0.1,1,i,i,i,-1,6,i
COC(=O)C(Cc1ccccc1)OS(N)(=O)=O (stereo not drawn),-1,i,i,-0.4,16,i,i,i,5,-18,i
Cc1ccc2nc(-c3ccc(NC(=O)CN4C(=O)NC(C)(c5ccc(OC(F)F)cc5)C4=O)cc3)sc2c1 (stereo not drawn),10,i,i,0.8,-136,i,i,i,1,-92,i

# Further compounds follow.
SMILES,SKKanGAS inh,TRPC4 act,TRPC4 potent,HIF act,aSyn 5UTR inh,MrgX1 antag,TRPC6 activator,TRPC4 inh,IEC-6 cytotox,KLF5 inh,TRPC6 inhibitor
CCCn1nnnc1SCC(=O)N1C(C)CCCC1C (stereo not drawn),3,i,i,1.4,-5,i,i,i,5,-19,i
CC(C)Oc1ccc(C(=O)/C(=C\c2cccs2)c2nc3ccccc3o2)cc1,-6,i,i,-1.9,-13,i,i,i,-1,1,i
CC(=O)Nc1cccc(OCC(=O)NC(C)c2ccc3ccccc3c2)c1 (stereo not drawn),-26,i,i,0.0,14,i,i,i,0,-8,i
CCc1nnc(NC(=O)CSc2nnc(CNC(=O)c3ccc(OC)c(OC)c3)o2)s1,-5,i,i,-0.7,-11,i,i,i,5,-5,i
c1ccc(Cn2nnc3c(N4CCCC4)ncnc32)cc1,-2,i,i,0.1,20,i,i,i,2,-32,i
Cc1onc(NC(=O)NC(=O)c2c(F)cccc2Cl)c1Br,6,i,i,-0.6,6,i,i,i,-8,-9,i
O=C(CSc1nnnn1C1CCCCC1)N1CCOCC1,2,i,i,-0.2,-27,i,i,i,-1,-41,i
Cc1cc(C)nc(SCC(=O)N/N=C/c2cccs2)n1,5,i,i,-0.1,-3,i,i,i,-11,-10,i
Cc1cc(-c2nnc3n2N=C(c2ccccc2)CS3)n[nH]1,10,i,i,-0.2,13,i,i,i,2,-1,i
CCCc1nc(NCCO)c(C#N)c2c1CCCC2,-2,i,i,0.2,37,i,i,i,-2,-39,i
Cn1cnnc1Sc1ccc(S(C)(=O)=O)cc1[N+](=O)[O-],3,i,i,-1.0,-18,i,i,i,-7,4,i
Cc1ccc(C)c(NS(=O)(=O)c2cc(C(=O)Nc3cccc(N(C)S(C)(=O)=O)c3)ccc2C)c1,17,i,i,-0.2,17,i,i,i,2,-12,i
Cc1cc(C)n(CC(O)COc2c(C)cccc2C)n1 (stereo not drawn),-2,i,i,0.0,-10,i,i,i,0,-7,i
CCN(CC)c1ccc(N2C(=NC(=O)C3CC3)SC3CS(=O)(=O)CC32)cc1 (stereo not drawn),-4,i,i,-0.2,-18,i,i,i,4,-14,i
COc1ccc(CNC(=O)c2ccc(NS(=O)(=O)c3c(C)noc3C)cc2)cc1,2,i,i,-1.1,-13,i,i,i,-3,-17,i
C/C(CC(=O)NCc1ccco1)=N\NC(=O)Cc1ccc(-c2ccccc2)cc1,-1,i,i,-1.1,-29,i,i,i,-3,-24,i
Cn1ncc(Cl)c1C(=O)NCc1cc(C(C)(C)C)n[nH]1,-13,i,i,0.1,-5,i,i,i,4,-13,i
Cc1nn(C(C)(C)C)c(OC(=O)c2ccco2)c1Sc1ccccc1,1,i,i,-1.3,2,i,i,i,-4,-23,i
Cc1cc(N)n(-c2nc3ccccc3s2)n1,10,i,i,3.5,-157,i,i,i,7,-33,i
COc1ccc(Oc2nnc(-c3ccc(C)cc3)c3ccccc23)cc1,-7,i,i,-0.2,-39,i,i,i,1,-41,i

# Bioassay records deposited in PubChem by several laboratories.
